IEC-6 cytotox – cytotoxicity in IEC-6 intestinal epithelial cells, primary screen, cytotoxicity control for KLF5 inhibitor project, cell-based, luminescence; IEC-6 cytotoxicity, luminescence viability; inhibition, % at 5 µM; 290,000 compounds, 0.78% hits; in the data active = inhibition above about 22%;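 note: 0% = plate median of test compound wells and 100% = cytotoxic reference compound wells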
HSP90 inh – HSP90 inhibitors, primary screen, cell lysate, luminescence. Rabbit reticulocyte lysate, luciferase refolding luminescence, 3 h. Heat shock protein HSP 90 (rabbit reticulocyte lysate; luciferase refolding). inhibition, % at 5.6 µM. 290,000 compounds, 0.91% hits. AID 1789, 2009;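 active = inhibition above the screen-wide mean plus 3 SD, computed separately per campaign, cut at about 16% in these data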;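 note: 0% = DMSO wells and 100% = 60 µM geldanamycin wells; inhibitors lower the luminescence because luciferase stays unfolded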
HDAC3 inhib – HDAC3 deacetylase inhibitors, primary screen, biochemical, fluorescence, cell-free homogeneous | recombinant HDAC3, fluorogenic peptide/trypsin coupled | inhibition, % at 8.3 µM | Histone deacetylase 3 (Homo sapiens), O15379 | 320,000 compounds, 0.15% hits; in the data active = inhibition above about 26%, passing the limit was not always enough; inconclusive = no clear call, values can overlap the other calls
Target sequence (O15379 whole entry, looked up): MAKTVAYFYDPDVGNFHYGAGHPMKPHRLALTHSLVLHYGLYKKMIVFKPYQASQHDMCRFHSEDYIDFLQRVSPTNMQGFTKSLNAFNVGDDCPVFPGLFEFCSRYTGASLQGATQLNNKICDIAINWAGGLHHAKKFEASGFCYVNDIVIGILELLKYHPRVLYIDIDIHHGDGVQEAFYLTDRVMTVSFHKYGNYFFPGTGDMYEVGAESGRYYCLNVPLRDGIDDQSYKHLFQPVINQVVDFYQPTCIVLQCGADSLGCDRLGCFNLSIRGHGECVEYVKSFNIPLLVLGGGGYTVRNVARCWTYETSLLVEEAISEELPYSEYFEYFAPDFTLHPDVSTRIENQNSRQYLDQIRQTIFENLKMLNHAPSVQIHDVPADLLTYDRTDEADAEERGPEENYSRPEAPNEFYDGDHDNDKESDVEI
HIF activator – HIF pathway transcriptional activators, primary screen, cell-based, U2OS HRE-luciferase, luminescence | 300,000 compounds, 0.32% hits | U2OS HRE-luciferase reporter; normalized: DMSO 0%, desferrioxamine 100% | activation, % at 7.5 µM (by protocol);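 active = mean activation of at least 10% of the iron chelator positive control signal, with at least half of replicates also reaching 10%; inconclusive = mean and replicate majority disagree about reaching 10%; inactive = mean and most replicates under 10%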
HSF1 inhib – HSF1 inhibitors in luciferase reporter cells, primary screen, cell-based, NIH3T3, luminescence; NIH3T3-HGL HSE-luciferase, MG132-induced, luminescence 8 h; active compounds read low; activity change, negative = inhibition, % at 7.5 µM (by protocol); 300,000 compounds, 0.77% hits;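 active = more than half of replicate wells show activity change below -50%, luminescence cut by over half; inconclusive = some wells, but at most half, below -50%; inactive = no replicate well below -50%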;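 note: luciferase reports HSF-1 transcriptional activity via heat shock element; 0% = median of DMSO wells and -100% = zero luminescence signal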
Platelet DG rel – inhibitors of platelet dense granule secretion, primary screen, cell-based, MLPCN, human platelets. human platelet-rich plasma, SFLLRN dense granule ATP release, luminescence. inhibition, %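 (compounds screened at 7.5 µM in platelet-rich plasma)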. 300,000 compounds, 0.22% hits. AID 1663, 2009;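 active = mean replicate score, as percent of positive control, at or above 50; inconclusive = mean below 50 but at least one replicate at or above 50; inactive = mean and every replicate below 50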
HSF1 activator – HSF-1 activators, primary screen, NIH3T3-HGL cells, MG132 stress, luminescence, single point | AID 504408, 2011 | NIH3T3-HGL HSF-1 luciferase reporter, 8 h; 100% = twice DMSO control signal | activation, % at 9 µM | 300,000 compounds, 1.7% hits;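 active = mean replicate activation of at least 50% with a set share of replicates each reaching 50%; inconclusive = only one of those two conditions met; inactive = mean below 50% and too few replicates reaching it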;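 note: 0% = median of the neutral control wells and 100% = twice that signal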
AI-2 QS mod – Vibrio harveyi AI-2 quorum sensing modulators, primary screen, JMH597 strain, luminescence/OD600 ratio. Vibrio harveyi JMH597 AI-2 luminescence/OD600 ratio, 9 h; active compounds read low; strain lacks LuxN and CqsS sensors; 0 = neutral-control median. activity change, % at 7.5 µM. AID 2094, 2009. 300,000 compounds, 0.4% hits; in the data active = activity change below about -75%, passing the limit was not always enough; inconclusive = no clear call, values can overlap the other calls;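 note: luminescence divided by OD600 gain over 9 h not by final OD600 alone; inactives centre near 13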
aSyn 5UTR inh – MLPCN primary screen, SNCA 5' untranslated region | alpha-synuclein 5'UTR reporter, inhibitor activity | 300,000 compounds, 0.82% hits | inhibition, % (tested at 7.5 µM); in the data active = inhibition above about 60%; inconclusive = no clear call, values can overlap the other calls;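 note: H4 neuroglioblastoma cells stably carrying SNCA 5'UTR luciferase fusion; 0% = DMSO wells and 100% = positive control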
KLF5 inhibitor – KLF5 expression inhibitors, primary screen, DLD-1 cells, luminescence. inhibition, % at 5 µM. 290,000 compounds, 0.23% hits. DLD-1 KLF5 promoter-luciferase reporter;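 active = inhibition above a per-plate limit of that plate's mean compound inhibition plus 3 SD, cut at about 60% in these data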;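 note: 0% = DMSO wells and 100% = LY294002 at 200 µM; higher means less KLF5 promoter-driven luciferase light; inactives centre near -14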
The depositor's hits bear a star; ? = inconclusive; nt = not tested or not shown.

Second line of a record: IEC-6 cytotox	HSP90 inh	HDAC3 inhib	HIF activator	HSF1 inhib	Platelet DG rel	HSF1 activator	AI-2 QS mod	aSyn 5UTR inh	KLF5 inhibitor
- O=C(COC(=O)CCc1ccccc1)NC12CC3CC(CC(C3)C1)C2
  -1	3	-2	0.0	-3	-20	-12	-1	7	0
- COc1ccc(S(=O)(=O)N(C)CC(=O)Nc2ccccc2SC)cc1Cl
  8	5	6	0.0	-1	8	16	0	18	-3
- C=CCc1c(C)nc(SC(C)C)[nH]c1=O
  -7	-6	10	-0.5	-3	-4	-9	56	-1	-15
- O=C(COc1cc2oc(=O)cc(-c3ccccc3)c2cc1Cl)NC(Cc1c[nH]c2ccc(O)cc12)C(=O)O (stereo not drawn)
  -7	-6	3	0.0	3	0	-9	22	15	-11
- Cc1ccc(NC(=O)CSc2nc(N)c(-c3ccccc3)c(=O)[nH]2)cc1Cl
  -2	2	0	0.0	1	0	3	2	1	-16
- O=C1C(Cl)=C(Nc2ccc(O)cc2)C(=O)c2ccccc21
  102*	6	nt	-4.1	11	1	15	16	-59	48
- COc1ccc(NS(=O)(=O)c2cccc(C(=O)NNC(=O)c3cccc(NC(C)=O)c3)c2)cc1
  nt	nt	7	0.0	-7	15	-12	16	-11	nt
- CSc1nsc(SC)c1NC(=O)OC1CCCCC1
  6	2	8	-1.2	26	-3	28	1	-30	-6
- CCOC(=O)C1=C(CSc2nc(-c3ccccc3)ccc2C#N)OC(N)=C(C#N)C1c1ccc(OC)cc1 (stereo not drawn)
  -5	4	7	4.1	-12	6	-20	18	-184	-28
- Cc1nnsc1C(=O)N1CCCC(Nc2ccc(C(C)C)cc2)C1 (stereo not drawn)
  -1	-1	-4	-0.4	3	-7	-7	0	-19	-14
- C=CCn1c(SCc2nc3ccccc3[nH]2)nnc1-c1ccc(OC)cc1
  5	-1	1	-0.2	-4	15	7	12	6	-3
- COC(=O)C1CN(C(=O)COc2cc(C)c(Cl)c(C)c2)c2ccccc2O1 (stereo not drawn)
  -2	2	2	-1.9	13	2	5	12	17	-17
- CCCc1nn(C)c2c(=O)[nH]c(-c3cc(S(N)(=O)=O)ccc3OCC)nc12
  -4	-3	-6	-1.5	-5	0	-3	15	5	-30
- CC(C)CNS(=O)(=O)c1ccc(CCC(=O)NCCc2ccccc2)cc1
  -2	0	1	-0.3	4	-10	12	6	-2	-6
- CCOC(=O)N1CCN(S(=O)(=O)c2c(C)nc3sccn3c2=O)CC1
  -2	-1	4	-0.6	-1	-2	-3	28	-9	-17

Complete entries from above.
C=CCn1c(SCc2nc3ccccc3[nH]2)nnc1-c1ccc(OC)cc1 across the screens: IEC-6 cytotox = 5; HSP90 inh = -1; HDAC3 inhib = 1; HIF activator = -0.2; HSF1 inhib = -4; Platelet DG rel = 15; HSF1 activator = 7; AI-2 QS mod = 12; aSyn 5UTR inh = 6; KLF5 inhibitor = -3
O=C(COc1cc2oc(=O)cc(-c3ccccc3)c2cc1Cl)NC(Cc1c[nH]c2ccc(O)cc12)C(=O)O (stereo not drawn) across the screens: IEC-6 cytotox = -7; HSP90 inh = -6; HDAC3 inhib = 3; HIF activator = 0.0; HSF1 inhib = 3; Platelet DG rel = 0; HSF1 activator = -9; AI-2 QS mod = 22; aSyn 5UTR inh = 15; KLF5 inhibitor = -11

The results go on.
Second line of a record: IEC-6 cytotox	HSP90 inh	HDAC3 inhib	HIF activator	HSF1 inhib	Platelet DG rel	HSF1 activator	AI-2 QS mod	aSyn 5UTR inh	KLF5 inhibitor
- CN1CCN(C2=Cc3cc(Cl)ccc3Sc3cc(F)ccc32)CC1
  1	0	16	-4.1	-2	1	7	14	-3	-48
- COc1ccc(N2CC(O)=C(c3nc4ccccc4s3)C2=N)cc1
  4	4	3	0.8	12	-4	24	17	6	-24
- COc1ccc(CCNC(=O)C/C(C)=N/NC(=O)C2CCCCC2)cc1OC
  4	-1	-4	0.1	-8	21	-9	1	12	-21
- COc1cc(Cc2nccc3cc(OC)c(OC)cc23)c(NC(C)=O)cc1OC
  4	-5	7	-20	-1	0	-5	3	2	-9
- O=C(Cn1c(CO)nc2ccccc21)NCc1ccc2c(c1)OCO2
  -2	-4	-2	-0.2	-1	0	3	13	4	22
- CC(=O)c1cc(C#N)c(SCc2ccccc2)nc1C
  -1	-1	3	0.7	nt	-3	nt	13	-85	-42
- Cc1cccc(NC(=O)c2ccc3c(c2)OCCO3)c1
  -3	34*	nt	0.6	18	?	40	17	-1	39
- NC(=O)C1CCN(C(=O)Cn2cccc2C(=O)c2ccccc2)CC1
  2	2	2	-0.2	-6	-4	-17	7	12	-5
- CCOc1cc(/C=N/NC(=O)N/N=C/c2ccc(O)c(OCC)c2)ccc1O
  nt	nt	9	5.8	17	58*	45	22	-20	nt
- N#CC1=C2N=C(N)c3ccccc3N2C2=C(C(=O)CCC2)C1c1ccccc1F (stereo not drawn)
  4	0	4	-0.5	-18	3	-33	29	6	22
- CC(=O)c1c(C)oc2ccc(OCc3ccccc3)cc12
  -3	0	2	1.2	9	4	2	4	-71	-37
- O=C(O)CCCCn1c(SCC(=O)Nc2ccccc2C(F)(F)F)nc2ccsc2c1=O
  5	4	nt	-0.7	-6	4	6	15	13	-12
- Nc1ccnc(Oc2ccc(F)cc2)c1
  4	0	1	0.0	1	-9	-3	7	-34	-5
- Cc1ccc(C)c(Cn2nnc3c(=O)[nH]c(C4CCCN(C(=O)c5ccco5)C4)nc32)c1 (stereo not drawn)
  -8	-2	2	-1.4	8	9	7	20	16	-7
- O=c1nc2ccccc2c(NS(=O)(=O)c2ccccc2)n1-c1ccccc1
  5	2	-6	-0.6	1	-5	-1	24	15	6

More compounds
Second line of a record: IEC-6 cytotox	HSP90 inh	HDAC3 inhib	HIF activator	HSF1 inhib	Platelet DG rel	HSF1 activator	AI-2 QS mod	aSyn 5UTR inh	KLF5 inhibitor
- O=C1/C(=C/c2cccnc2)SC(=S)N1N1CCOCC1
  2	4	-2	0.0	5	-5	24	14	1	7
- COCC(=O)N/N=C\c1cccc(OC)c1OC/C=C/c1ccccc1
  -2	-1	2	0.2	-1	4	-2	19	-5	-17
- CC(C)Cn1c(N)c(C(=O)CSc2ccc3c(c2)OCCO3)c(=O)n(C)c1=O
  -2	-1	3	1.9	-8	-1	18	24	-25	-15
- CCc1ccnc(NS(=O)(=O)c2ccc3c(c2)OCCO3)c1
  -4	1	1	-0.2	4	1	-1	30	16	-11
- CCN(CC(=O)Nc1ccc(NC(C)=O)cc1)C(=O)Cc1ccc(S(=O)(=O)N2CCOCC2)s1
  nt	nt	-4	-0.5	-1	5	-2	16	-3	nt
- Cn1cnnc1SCC(=O)Nc1ccc(Oc2ccccc2)cc1
  4	-2	3	0.6	7	0	-8	-7	3	-39
- O=C(CNC(=O)c1ccco1)Nc1cccc(Cl)c1
  3	-2	-2	0.8	-4	5	15	19	7	-34
- Nc1nnc(SCCOc2cccc(Br)c2)s1
  -4	0	0	1.3	17	-7	30	-79*	-44	-45
- Cc1nn(Cc2ccccc2)c(Cl)c1C(=O)OCc1nnc(-c2ccc(Cl)cc2)o1
  5	1	8	-0.3	5	-1	-1	4	-7	-12
- NC(=NCCc1c[nH]c2ccccc12)NS(=O)(=O)c1ccc2ccccc2c1
  0	-4	11	1.0	-2	10	0	0	12	0
- Clc1ccc(-n2nnnc2-c2cnc3ccccc3c2-c2ccccc2)cc1
  -2	1	-1	-0.3	2	6	12	31	-4	-36
- COC(=O)c1sccc1NC(=O)c1cc(-c2ccc(C)cc2)nc2ccccc12
  4	3	-1	-0.2	1	5	-2	32	23	-19
- CC1=C(SCCC#N)S/C(=C2\SC(C)=C(SCCC#N)S2)S1
  -4	3	5	0.6	10	1	8	38	-34	-12
- O=c1[nH]c(SCc2ccccc2)nnc1-c1ccccc1
  8	10	-7	0.0	3	3	16	29	3	-2
- CCc1nnc(NC(=O)C2CCCCC2)s1
  4	2	-3	0.1	-5	5	-3	19	-6	-23

Other results.
Second line of a record: IEC-6 cytotox	HSP90 inh	HDAC3 inhib	HIF activator	HSF1 inhib	Platelet DG rel	HSF1 activator	AI-2 QS mod	aSyn 5UTR inh	KLF5 inhibitor
- C=CCNC(=O)CSc1nnc(C(CC)N(C)C)n1C1CCCCC1 (stereo not drawn)
  -2	1	-10	-0.2	25	-6	67*	-4	-16	-23
- O=C(/C=C/c1ccccc1[N+](=O)[O-])NCc1ccncc1
  2	13	0	0.4	-1	0	-10	-7	15	-8
- CCN1CCc2c(sc(NC(=O)c3ccc4ccccc4c3)c2C(N)=O)C1
  45*	5	-2	0.1	-42	14	-53	-3	-194	-22
- CC(C)N(C(=O)Cn1c(-c2cccnc2)ccc(C#N)c1=O)C(C)C
  -2	5	-1	1.5	-4	5	-11	-4	3	-12
- COc1ccc(S(=O)(=O)N2CCCC2CNC(=O)c2cccc(OC)c2)cc1 (stereo not drawn)
  nt	nt	-5	-0.2	-1	2	5	26	-8	nt
- O=C(CNC(=O)[C@@H]1Cc2ccccc2CN1)Nc1ccc2c(c1)OCO2
  -4	-1	4	-0.1	-4	3	-3	8	-15	-27
- Cc1sc(NC(=O)c2ccco2)c(CN2CCN(c3ccccc3)CC2)c1C
  2	-3	0	2.3	12	1	36	22	-4	-55
- CCCCn1c(=O)[nH]c(=O)c2c1nc(COC(=O)c1c(C)noc1C)n2CCC
  -2	5	3	-0.7	12	-3	29	4	32	-19
- S=c1[nH]nc(COc2ccccc2)n1/N=C/C=C/c1ccco1
  -8	8	7	-0.6	2	-11	18	17	-26	-13
- Cc1nc2ccccc2c(=O)n1/N=C/c1ccncc1
  4	-1	1	0.6	-4	0	0	18	3	2
- C/C(CC(=O)NCc1ccco1)=N\NC(=O)COc1ccc(C)cc1
  -7	11	-4	0.0	-1	-2	-5	30	7	-3
- COc1ccc(S(=O)(=O)N2CCOCC2)cc1N(C)S(=O)(=O)c1ccc(C)cc1
  -6	3	1	0.0	-4	-1	1	20	-7	-5
- Cc1ccc(-c2c(C(=O)Nc3ccccc3C)c(C)[nH]c(=S)c2C#N)o1
  -6	3	-4	0.3	4	9	10	8	7	-52

Filtered by structure, the entries above with a COOH group (two)
Second line of a record: IEC-6 cytotox	HSP90 inh	HDAC3 inhib	HIF activator	HSF1 inhib	Platelet DG rel	HSF1 activator	AI-2 QS mod	aSyn 5UTR inh	KLF5 inhibitor
- O=C(COc1cc2oc(=O)cc(-c3ccccc3)c2cc1Cl)NC(Cc1c[nH]c2ccc(O)cc12)C(=O)O (stereo not drawn)
  -7	-6	3	0.0	3	0	-9	22	15	-11
- O=C(O)CCCCn1c(SCC(=O)Nc2ccccc2C(F)(F)F)nc2ccsc2c1=O
  5	4	nt	-0.7	-6	4	6	15	13	-12
